Screens deposited in PubChem BioAssay by National Center for Advancing Translational Sciences (NCATS).
Akt phos inh: blocks phosphorylation of Akt; activity change, % for hits at 50 µM; 360,000 tested, 0.32% active; Neuro2A IGF-stimulated pAkt S473 HTRF, 20 min; hits give low values; in the data active means activity change below about -80%; inconclusive means mostly about -51% to -80%; further: on the % scale 0 is the no-effect control and ±100 the full control effect
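Single-point screen (50 µM final compound) in Neuro2A cells stimulated 20 min with 6 nM IGF at 37 deg C. After lysis, Ser473-phosphorylated Akt read by HTRF (ex 330 nm, em 615/665 nm) as the 665/615 ratio.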
EPAC2 agonist: agonists of human EPAC2 (RAPGEF4); Q8WZA2; EPAC2 activation, biochemical qHTS; response scale: 100% = 6.5 mM cAMP response; Potency, µM (titrated, usually from 154 µM), for inactives: at the top dose activation, most hits filed as activators; 360,000 tested, 0.079% active; AID 720711; further: potency means the concentration at half of the fitted maximal effect; nearly all actives have a fitted effect of over 50% in size
Target sequence (Q8WZA2 whole entry, looked up): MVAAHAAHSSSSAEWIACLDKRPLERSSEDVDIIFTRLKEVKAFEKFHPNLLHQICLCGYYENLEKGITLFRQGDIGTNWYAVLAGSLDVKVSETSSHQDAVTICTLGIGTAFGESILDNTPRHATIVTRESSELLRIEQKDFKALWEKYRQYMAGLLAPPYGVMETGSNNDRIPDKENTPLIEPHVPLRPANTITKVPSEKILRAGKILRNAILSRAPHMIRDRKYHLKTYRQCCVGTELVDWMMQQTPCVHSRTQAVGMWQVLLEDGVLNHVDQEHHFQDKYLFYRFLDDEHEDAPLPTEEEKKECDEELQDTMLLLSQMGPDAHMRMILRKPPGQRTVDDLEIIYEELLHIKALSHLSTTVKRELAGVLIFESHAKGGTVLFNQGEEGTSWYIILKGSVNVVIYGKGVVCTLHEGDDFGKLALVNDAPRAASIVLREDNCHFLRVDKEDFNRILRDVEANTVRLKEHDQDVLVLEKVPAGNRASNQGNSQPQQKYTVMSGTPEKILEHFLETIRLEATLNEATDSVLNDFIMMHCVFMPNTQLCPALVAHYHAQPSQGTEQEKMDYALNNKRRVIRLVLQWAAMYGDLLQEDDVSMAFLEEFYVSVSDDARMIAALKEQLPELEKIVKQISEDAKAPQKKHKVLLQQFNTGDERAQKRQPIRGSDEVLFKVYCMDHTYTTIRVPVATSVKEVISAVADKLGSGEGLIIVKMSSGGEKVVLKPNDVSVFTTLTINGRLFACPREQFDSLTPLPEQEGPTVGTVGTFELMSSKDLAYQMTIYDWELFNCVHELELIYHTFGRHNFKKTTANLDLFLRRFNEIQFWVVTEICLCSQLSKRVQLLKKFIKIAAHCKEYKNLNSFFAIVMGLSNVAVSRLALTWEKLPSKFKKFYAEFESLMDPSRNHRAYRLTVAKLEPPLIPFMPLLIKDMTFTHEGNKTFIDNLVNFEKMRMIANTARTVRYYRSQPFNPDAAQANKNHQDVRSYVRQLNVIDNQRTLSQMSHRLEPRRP
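Each well held 100 nM EPAC2, 250 nM RAP1B-BODIPY-GDP and 50 uM GDP. Fluorescence, read at 5-min intervals to 30 min, was referenced to a 6.5 mM cAMP positive control.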
MmCpn inh: blocks the Methanococcus maripaludis chaperonin Mm-Cpn. purified Mm-Cpn ATPase, ADP Transcreener TR-FRET. Potency, µM (series often up to 76.9 µM), for the others: top-dose activity, negative = inhibition, most hits filed as inhibitors. 330,000 tested, 0.031% active; further: potency means the concentration at half of the fitted maximal effect; on the % scale 0 is the no-effect control and ±100 the full control effect; nearly all actives have a fitted effect of over 80% in size
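ATPase turnover read by TR-FRET ADP competition (Eu cryptate antibody/ADP-d2, 665/590 nm): 10uM ATP final, 25nM Mm-CPN final, 30 min 37degC after 10-min compound preincubation, pH 7.4 Tris/KCl/MgCl2/DTT buffer.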
Nrf2 ARE act: Nrf2 pathway activation. AID 624171. 410,000 tested, 0.31% active. Potency, µM (titrated, usually from 46.1 µM), inactives show at the top dose activation, usual class: activators. AREc32 ARE-luciferase reporter (MCF7-derived line), luminescence, 24 h; further: potency means the concentration at half of the fitted maximal effect; % of control where 0% means no effect; nearly all actives have a fitted effect of over 65% in size
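For detection, Steady-Glo was added and plates sat 30 min at RT; before that, AREc32_Fluc cells grown overnight in OPTI-MEM/5% FBS had been treated with 23 nL compound for 24 hr at 37 deg C.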
Nrf2 block: Nrf2 pathway inhibition. A549 ARE-Fluc reporter, luciferase luminescence, 18-24 h. Potency, µM (series often up to 46 µM), for inactives: at the top dose activity change, negative = inhibition, actives largely listed as inhibitors. 360,000 tested, 2.1% active; further: potency means the concentration at half of the fitted maximal effect; on the % scale 0 is the no-effect control and ±100 the full control effect; nearly all actives have a fitted effect of over 60% in size
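Reporter: ARE-Fluc in A549. Exposure: 18-24 h, 37 °C, 5% CO2, 5% FBS OPTI-MEM. Readouts: fluorescent cytotoxicity (CellTiter-Fluor), then luminescent Nrf2 signal after BugLite.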
CCT chaperon mod: cytosolic chaperonin activity modulation; purified chaperonin ATPase assay, HTRF ADP detection, 30 min; activity change, % (test concentration not listed), hits read low; 360,000 tested, 0.3% active; in the data active means activity change below about -30%; further: on the % scale 0 is the no-effect control and ±100 the full control effect
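Nucleotide hydrolysis assay: TRiC at 20–40 nM final (set by batch activity) with 10 uM ATP, 30 min at 37 °C, in presence of 76 uM compound. Detection by competitive ADP HTRF, 30 min ambient.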
TGFb inhibitor: inhibitors of TGF-b signaling. Potency, µM (doses to about 46.1 µM), for the others: top-dose activity, negative = inhibition, hits mostly inhibitors. AID 588855. 410,000 tested, 1.2% active. HepG2 CAGA-GFP TGF-b/SMAD3 reporter, GFP fluorescence, 18 h; TGF-beta stimulated, 500 pg/mL final; further: potency means the concentration at half of the fitted maximal effect; on the % scale 0 is the no-effect control and ±100 the full control effect; nearly all actives have a fitted effect of over 65% in size
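HEPG2 CAGA-GFP, 1000 cells/well; 2 h settle, 37 C; cpd via pin tool; TGF-b 500 pg/mL final; 18 h, 37 C; GFP imaging ex488/em500-530; %Activity normalised to -TGF-b and +DMSO controls; CRC fit, curve class.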
A549 tox: A549 cytotoxicity, counter-screen for Nrf2 inhibitors; A549 ARE-Fluc cells, CellTiter-Fluor viability, 18-24 h; Potency, µM (highest dose often 46 µM), inactives show at the highest dose activity change, negative = cytotoxicity, hits mostly inhibitors; 390,000 tested, 0.16% active; further: potency means the concentration at half of the fitted maximal effect; on the % scale 0 is the no-effect control and ±100 the full control effect
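A549 ARE-Fluc cells in 5% FBS OPTI-MEM, 5000 cells/well, rested 2 h then exposed to compounds in concentration-response for 18-24 h at 37 °C. Viability by CellTiter-Fluor fluorescence (Ex 405/Em 525) after 30 min; luciferase luminescence (BugLite, 15 min, RT) read afterwards.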
EPAC2 antagonist: blocks human EPAC2 exchange factor; Q8WZA2; EPAC2 GEF exchange of Rap1B-BODIPY-GDP, fluorescence; Potency, µM (doses to about 114 µM), for inactives: at the highest dose activity, negative = inhibition, hits mostly inhibitors; 360,000 tested, 0.18% active; AID 720708; further: potency means the concentration at half of the fitted maximal effect; on the % scale 0 is the no-effect control and ±100 the full control effect; nearly all actives have a fitted effect of over 45% in size; many of its hits are not listed in these tables
An asterisk follows results filed as active; i = inactive; ? = inconclusive; . = no result given; [ ] = another dose, or the depositor's remark. Unless noted, the call rests on the fitted dose curve; in most records, active means well fitted curve in the direction sought with a large enough effect; inconclusive means small, poorly fitted or top-dose-only effect, or another doubt; inactive means no such curve, though single readings can be large; an effect the other way counts as inactive or inconclusive.

SMILES	Akt phos inh	EPAC2 agonist	MmCpn inh	Nrf2 ARE act	Nrf2 block	CCT chaperon mod	TGFb inhibitor	A549 tox	EPAC2 antagonist
CN1C(=O)N(C)C(=O)C2(Cc3ccccc3N3CCCC32)C1=O (stereo unspecified)	i	11%	0%	-0.2%	-1%	-4.6	19%	1%	0%
Cc1cccc(-n2c(O)c(C=Nc3ccc(S(N)(=O)=O)cc3)c(=O)[nH]c2=O)c1	i	9%	3%	-0.2%	-6%	-1.7	6%	1%	-3%
Nc1nc(N)c2cnnn2n1	i	7%	.	3.4%	-2%	0.1	0%	2%	0%
O=C1NC(=O)C(Cc2ccccc2)(Cc2ccccc2)C(=O)N1Cc1ccccc1	i	20%	.	3.3%	?	-0.4	?	-8%	-15%
COc1cccc(CN2CCN(c3ccc(F)cc3)CC2)c1OC	i	10%	.	-0.4%	.	0.5	-17%	.	12%
Cc1cc(-c2cc(C)c(N)c(C)c2)cc(C)c1N	i	4%	.	0.5%	2%	-1.0	-1%	-7%	-8%
CN(C(=O)Oc1ccc([N+](=O)[O-])cc1)c1ccccc1	i	10%	-4%	2.1%	19%	0.4	-3%	1%	0%
COC(=O)C1=C(c2ccc3ccccc3c2)C[C@@H]2CC[C@H]1N2C(=O)NC1CC1	i	0%	-1%	-0.5%	-7%	1.2	?	8%	?
CC(=O)Nc1ccc(S(=O)(=O)NC(CC(=O)N2CCC3(CC2)OCCO3)C(C)C)cc1 (stereo unspecified)	i	5%	-1%	-0.1%	.	2.0	-5%	-2%	17%
Oc1ccc(-[n+]2c(-c3ccccc3)cc(-c3ccccc3)cc2-c2ccccc2)cc1	i	12%	0%	-2.1%	-21%	0.1	?	-11%	15%
Cc1nc2ccccc2c(=O)n1-c1ccc(Cl)cc1Cl	i	2%	0%	-0.3%	-15%	2.7	3%	0%	-1%
CCOc1ccc(NS(=O)(=O)c2ccc(Cl)c(N=Nc3c(O)[nH]c(=S)[nH]c3=O)c2)cc1Br	i	-3%	.	-0.3%	.	0.0	?	.	-9%
COc1cccc(-n2cnc3sc(-c4ccccc4)cc3c2=O)c1	i	-1%	.	0.2%	?	0.9	0%	2%	2%
CN(C)C(=O)Oc1ccc(NC(=O)N2CCOCC2)cc1	i	10%	1%	-1.2%	3%	-1.2	-17%	-1%	8%
Cc1ccc2c(c1)N(CCC(=O)N1CCC3(CC1)OCCO3)C(=O)C(C)O2 (stereo unspecified)	i	-1%	0%	-0.6%	9%	-2.2	11%	0%	10%
CCCN1CCc2cccc3c2[C@H]1Cc1ccc(O)c(O)c1-3	i	4%	.	5.4%	7%	-0.4	?	3%	-10%
NCCc1c(Cc2ccccc2)[nH]c2ccccc12	i	5%	.	2.4%	-3%	-0.8	?	-4%	6%
CCC(=NCCO)c1c(O)n(C2CCCCC2)c(=O)[nH]c1=O	i	7%	-1%	0.5%	0%	1.2	28%	-5%	12%
COC(=O)C1=C(c2cccc(C#N)c2)C[C@@H]2CC[C@H]1N2C(=O)NCCNC(C)=O	i	-3%	4%	-0.6%	1%	1.1	8%	-7%	7%
O=c1[nH]c(=O)n(-c2cccc3ccccc23)c(O)c1C=NCCCn1ccnc1	i	-4%	-1%	-1.6%	5%	0.4	-1%	-3%	7%
COc1ccc(OC)c2c1CCC1NCCOC21 (stereo unspecified)	i	-5%	-2%	-0.2%	9%	2.2	-6%	-2%	5%
COC(=O)N1C(c2ccccc2)C1c1ccccc1 (stereo unspecified)	i	6%	2%	2.0%	-6%	-1.0	17%	6%	32µM*
Cn1c(O)c(/C=N/N2CCOCC2)c(=O)[nH]c1=S	i	1%	2%	0.0%	1%	2.6	4%	0%	12%
CN1CCCN(C(=O)COc2ccc(F)cc2F)CC1	i	7%	1%	-0.5%	-4%	1.1	1%	7%	8%
CCc1nc2ccc(Br)cc2c(=O)n1-c1ccccc1C(F)(F)F	i	10%	.	0.2%	4%	-1.3	-3%	-5%	-3%

Rewritten bar-delimited: entries from further up.
SMILES | Akt phos inh | EPAC2 agonist | MmCpn inh | Nrf2 ARE act | Nrf2 block | CCT chaperon mod | TGFb inhibitor | A549 tox | EPAC2 antagonist
NCCc1c(Cc2ccccc2)[nH]c2ccccc12 | i | 5% | . | 2.4% | -3% | -0.8 | ? | -4% | 6%
CCC(=NCCO)c1c(O)n(C2CCCCC2)c(=O)[nH]c1=O | i | 7% | -1% | 0.5% | 0% | 1.2 | 28% | -5% | 12%

Next part.
SMILES	Akt phos inh	EPAC2 agonist	MmCpn inh	Nrf2 ARE act	Nrf2 block	CCT chaperon mod	TGFb inhibitor	A549 tox	EPAC2 antagonist
O=C(C(=C1N(Cc2ccc(Cl)nc2)CCN1Cc1ccc(Cl)nc1)[N+](=O)[O-])C(Cl)Cl	i	-1%	-1%	?	8%	-5.2	-13%	-1%	1%
CCC/C=N/O	i	4%	3%	-0.1%	16%	0.8	-1%	0%	-5%
O=[N+]([O-])c1ccccc1CNCCc1c[nH]c2ccccc12	i	11%	1%	2.2%	0%	-3.5	0%	2%	-2%
C[C@]12CCC3C(CCC4=C/C(=N/OCC(=O)NC(CCC(=O)O)C(=O)O)CC[C@@]43C)C1CCC2O (stereo partly specified)	i	1%	-2%	0.3%	0%	-5.1	-8%	6%	-16%
C=CCOC(=O)C1=C(C)OC(N)=C(C#N)[C@@]12C(=O)N(CC(N)=O)c1ccccc12	i	1%	1%	-0.1%	7%	0.3	0%	-3%	10%
O=C(/C=C/c1ccccc1)N1Cc2ccccc2-n2nncc2C1	i	11%	.	19%	.	1.2	5%	.	-11%
CCOP(=O)(CC(C(C)=O)C(O)c1ccccc1)OCC (stereo unspecified)	i	13%	2%	0.3%	3%	-1.4	38%[activator]	-2%	1%
C/C(=N\N1CCCCCC1)c1c(O)n(-c2ccccc2)c(=O)[nH]c1=O	i	-13%	1%	0.2%	-7%	-2.4	?	-1%	8%
O=C1NC(=O)C(=Cc2ccc(OCC(=O)N3CCOCC3)cc2)C(=O)N1	i	6%	-1%	0.4%	9%	-7.8	17%	6%	22%
COc1cc(N2CCOCC2)ccc1/C=C1\C(=O)NC(=O)N(Cc2ccc3c(c2)OCO3)C1=O	i	13%	-6%	0.2%	-7%	-4.1	-17%	-7%	-4%
CCCC/C(C)=C/[C@@H](NP(=O)(c1ccccc1)c1ccccc1)c1ccccc1	i	6%	0%	-2.1%	?	-2.1	?	?	?
NNC(=O)CN1C(=O)CN=C(c2ccccc2)c2cc(Br)ccc21	i	-1%	1%	-0.1%	1%	2.0	-5%	1%	-12%
O=C(N/N=C/c1c(O)n(CCc2ccccc2)c(=O)[nH]c1=O)c1ccccc1O	i	-9%	1%	2.9%	23%	2.5	-2%	-2%	-24%
O=C1C2(Cl)C3(Cl)C4(Cl)C(Cl)(Cl)C5(Cl)C3(Cl)C1(Cl)C5(Cl)C24Cl (stereo unspecified)	i	18%	-1%	-2.6%	-14%	1.5	?	-11%	-16%
COC(=O)C(Cc1ccc(N(CCCl)CCCl)cc1)N=Cc1ccccc1O (stereo unspecified)	i	13%	-4%	-0.1%	?	1.1	?	?	1%
ClCCN(CCCl)c1ccc(-n2cnc3c(Cl)ncnc32)cc1	i	9%	.	?	-17%	-1.8	4%	-10%	-8%
O=c1[nH]c(=O)n(-c2ccc(Cl)cc2)c(O)c1C=Nc1ccc(S(=O)(=O)Nc2nccs2)cc1	i	-2%	0%	-0.7%	2%	0.6	10%	-4%	-6%
O=C(COc1ccccc1)N1CCN(CC(O)COc2ccccc2)CC1 (stereo unspecified)	i	6%	0%	-0.2%	4%	0.4	0%	-4%	1%
COC(=O)[C@@H]1N=C(c2ccc(OC)cc2)O[C@]12C(=O)N(Cc1ccccc1)c1ccccc12	i	-2%	.	0.5%	.	2.4	.	.	-18%
Cc1cccn2c(=O)c3c(nc12)N1CCCCCC1C1(C3)C(=O)N(C)C(=O)N(C)C1=O (stereo unspecified)	i	10%	0%	-0.1%	8%	-0.2	-3%	5%	-12%
CC(C)(O)/C=C/C(=O)C(C)(O)C1C(O)CC2(C)C3CC=C4C(C=C(O)C(=O)C4(C)C)C3(C)C(=O)CC12C (stereo unspecified)	i	-2%	.	-2.3%	1.5µM*	2.3	?	2.3µM*	3%
Cc1ccc(NC(=O)C2CCCN2S(=O)(=O)c2ccc3c(c2)CCCC(=O)N3)cc1Cl (stereo unspecified)	.	.	.	4.8%	?	.	?	0%	.
CCN1CCN(S(=O)(=O)c2cnc(Cl)c(Br)c2)CC1	i	16%	0%	17%	0%	-4.3	-11%	-8%	0%
NC(N)=N/N=C/c1ccc(N(c2ccccc2)c2ccccc2)cc1	i	10%	-2%	-3.6%	-18%	-9.1	13µM*	-8%	-8%
O=C1C2CCCN2C(c2ccc(Cl)cc2)N1c1ccccn1 (stereo unspecified)	i	8%	-2%	-0.3%	-19%	0.8	10%	-11%	-2%
CCOc1cc(C2C(C#N)=C(N)Oc3c2c(=O)oc2ccccc32)ccc1OC(=O)c1cccs1 (stereo unspecified)	i	5%	-1%	3.7%	4%	1.3	15%	-2%	11%
C[C@]12CCC3C(CC[C@H]4[C@H](O)[C@H](O)CC[C@]34C)C1CCC2=O (stereo partly specified)	i	5%	.	0.1%	-6%	-1.3	7%	-5%	8%
O=P(N[C@@H](c1ccccc1)[C@@H]1C[C@H]1CO)(c1ccccc1)c1ccccc1	i	-1%	-1%	0.6%	-1%	-1.0	1%	-8%	-2%
COc1ccc(S(=O)(=O)N(C)C[C@H]2Oc3c(NC(=O)NC4CCCCC4)cccc3C(=O)N([C@H](C)CO)C[C@@H]2C)cc1	i	2%	0%	3.7%	-22%	-2.1	?	-19%	-9%
Brc1ccc2[nH]cc(C=NN3CCCCCC3)c2c1	i	10%	.	3.5%	-16%	-1.4	-22%	-1%	-15%

An excerpt. The share of hits here may be higher or lower than overall.
